# Compound activity deposited in PubChem by several laboratories.
# EBV gp42 block = Epstein-Barr virus gp42 inhibitors, primary screen, biochemical, uHTS, fluorescence polarization; 220,000 tested, 0.42% active; inhibition, % (tested at 21.74 µM); Fluorescence polarization binding assay, mP read-out; Glycoprotein 42 (Epstein-Barr virus (strain AG876)), Q1HVG2; in the data active = inhibition above about 50%
# TNF necrop inh = inhibitors of TNF-alpha triggered necroptosis, primary screen, cell-based, Jurkat FADD-/-, single concentration | Jurkat FADD-/- TNF necroptosis rescue, ATP luminescence, 24 h; 0 = TNF only, 100 = no-TNF cells | activation (protection from cell death), % at 10 µM | 220,000 tested, 0.068% active | AID 463075, 2010;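 active = activation, meaning protection from cell death, of at least 50% relative to plate controls; inactive = activation below 50%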;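 also: necroptosis triggered by 40 ng/mL TNF-alpha added together with compound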
# m-calpain inh = inhibitors of pig calpain II, primary screen, biochemical, fluorogenic peptide substrate, 1536-well. 220,000 tested, 0.37% active. purified calpain II, 30 min. inhibition, % at 16 µM;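 active = inhibition above about 50%, limit read from the data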
# Mdm2 ligase inh = MDM2-luciferase reporter signal enhancers, primary screen, MDM2 E3 ligase inhibitor project, cell-based, luminescence, 1536-well | E3 ubiquitin-protein ligase Mdm2 (Homo sapiens), Q00987 | AID 1230, 2008 | cell-based MDM2 ubiquitination luciferase reporter, 2 h; 0 = plate control, 100 = twice control, blank-subtracted | 210,000 tested, 0.11% active | signal enhancement, % at 5 µM;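 active = signal enhancement of 30% or more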;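 also: luminescence tracks abundance of the self-degrading MDM2-luciferase fusion protein; higher signal means inhibition of MDM2 E3 ligase activity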
#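 Assay system: mammalian cells stably expressing self-ubiquitinating, self-degrading MDM2 E3–luciferase fusion. Quantity: 2000 cells in each well. Medium: DMEM culture medium. Compound dosing: single-point 5 µM. Timing: cell settling 4 h, compound treatment 2 h, both 37 °C. Technique: luciferase luminescence. Read-out basis: percent signal gain over controls, blank-subtracted. Benchmarks: plate controls and plate blanks.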
# PERK inhibitor = block of dimerizer-induced PERK translation repression, primary screen, PERK inhibitor project, CHO PERK-DD cells, SEAP luminescence, HTS | Eukaryotic translation initiation factor 2-alpha kinase 3 (Homo sapiens), Q9NZJ5 | CHO PERK-DD fusion, SEAP luminescence translation reporter | inhibition, % at 5.6 µM | 220,000 tested, 0.17% active | AID 1416, 2008;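 active = inhibition above the mean inhibition of all tested compounds plus 3 SD, set separately per screening campaign, cut at about 2.9% in these data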;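 also: PERK kinase domain activated by AP20187 dimerizer at 100 nM; 0% = DMSO with dimerizer and 100% = rapamycin at 8.4 µM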
# Target sequence (Q9NZJ5 whole entry, looked up, the tested form may be a part): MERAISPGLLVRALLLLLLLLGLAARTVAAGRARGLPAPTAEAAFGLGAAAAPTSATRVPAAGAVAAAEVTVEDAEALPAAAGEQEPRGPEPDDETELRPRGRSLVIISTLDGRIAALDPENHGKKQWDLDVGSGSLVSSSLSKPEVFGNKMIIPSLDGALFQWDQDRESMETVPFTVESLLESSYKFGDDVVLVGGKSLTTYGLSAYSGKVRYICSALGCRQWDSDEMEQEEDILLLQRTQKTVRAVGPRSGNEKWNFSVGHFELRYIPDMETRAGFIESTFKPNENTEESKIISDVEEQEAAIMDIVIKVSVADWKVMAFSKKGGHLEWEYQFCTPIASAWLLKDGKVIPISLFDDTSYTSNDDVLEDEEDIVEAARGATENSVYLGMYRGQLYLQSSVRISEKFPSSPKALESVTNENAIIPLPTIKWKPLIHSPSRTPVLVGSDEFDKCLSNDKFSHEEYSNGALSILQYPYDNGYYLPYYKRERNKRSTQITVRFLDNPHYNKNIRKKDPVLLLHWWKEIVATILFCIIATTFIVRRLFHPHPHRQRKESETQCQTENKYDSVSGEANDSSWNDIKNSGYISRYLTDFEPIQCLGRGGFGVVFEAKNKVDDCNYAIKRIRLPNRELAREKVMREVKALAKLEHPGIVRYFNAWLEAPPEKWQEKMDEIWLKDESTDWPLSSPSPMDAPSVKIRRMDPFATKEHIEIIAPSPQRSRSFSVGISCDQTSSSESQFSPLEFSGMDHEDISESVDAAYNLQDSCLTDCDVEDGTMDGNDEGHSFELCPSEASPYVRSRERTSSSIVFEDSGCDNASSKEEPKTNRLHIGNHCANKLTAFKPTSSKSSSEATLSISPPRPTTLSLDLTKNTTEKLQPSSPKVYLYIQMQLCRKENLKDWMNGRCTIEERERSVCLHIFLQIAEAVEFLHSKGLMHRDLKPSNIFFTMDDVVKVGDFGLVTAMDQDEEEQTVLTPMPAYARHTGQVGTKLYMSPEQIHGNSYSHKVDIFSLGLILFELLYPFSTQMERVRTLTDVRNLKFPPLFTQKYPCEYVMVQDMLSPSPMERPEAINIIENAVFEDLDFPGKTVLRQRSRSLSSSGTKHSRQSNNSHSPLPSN
# Rad51 HR inh = human RAD51 strand exchange inhibitors, primary screen, biochemical, fluorescence. DNA repair protein RAD51 homolog 1 (Homo sapiens), Q06609. 200,000 tested, 0.085% active. hRad51 DNA strand exchange, fluorescence dequenching. AID 1385, 2008. inhibition, % at 10 µM;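 active = inhibition above 40% at the single screening dose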;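 also: 0% = DMSO control wells and 100% = blanks with heterologous ssDNA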
#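 Material: human Rad51–ssDNA filaments; Probe or stimulus: labelled 47-mer dsDNA for strand exchange; Doses: single 10 µM dose; Incubation: 37 °C 15-min filament assembly, 30-min compound preincubation, 15-min exchange; Technique: FRET fluorescence dequenching, excitation 485 nm, emission 520 nm; Measure: Fluorescence-based percent inhibition, control- and blank-normalised; Benchmarks: plate control and blank wells.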
# Cl transport mod = KCC2 cotransporter modulators, thallium flux, primary screen, cell-based, HEK293 KCC2, FluoZin-2 fluorescence, MLSMR | AID 1456, 2008 | 190,000 tested, 2.2% active | B-score of Tl+ flux slope (higher = more flux/activation; lower = inhibition) at 10 µM | Solute carrier family 12 member 5 (Homo sapiens), Q9H2X9 | KCC2 cells, thallium flux FluoZin-2 fluorescence;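 active = thallium flux slope and its plate-corrected score both differing from the plate sample mean at a set confidence after two filtering rounds, in either direction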;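 also: slope of fluorescence scaled to starting intensity during 10 to 20 s after thallium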
# eIF4E 4G PPI = eIF4E–eIF4G protein interaction inhibitors, primary screen, biochemical, uHTS, TR-FRET, eIF4GI fragment | Eukaryotic translation initiation factor 4E (Mus musculus) + Eukaryotic translation … | TR-FRET eIF4E-eIF4GI(517-606) binding, 2 h | inhibition, % at 21.7 µM | 220,000 tested, 0.37% active | AID 782, 2007;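 active = inhibition above about 30%, limit read from the data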;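 also: 0% = full FRET control wells and 100% = background wells lacking eIF4GI fragment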
# zVAD death inh = inhibitors of zVAD-triggered necroptosis, primary screen, L929 cells. L929 zVAD necroptosis rescue, ATP luminescence, 24 h; with zVAD 60 µM. viability rescue, % at 10 µM. 220,000 tested, 0.38% active. AID 1377, 2008;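 active = activation, scaled between plate controls, above about 75%, limit read from the data; inactive = activation under that limit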;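 also: 0% = zVAD with DMSO and 100% = DMSO alone without zVAD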
# Active calls of the source: *; nt = not tested or not shown; [ ] = remark or other dose. An unsorted share of the library, and some 3.6% of all compounds hit somewhere here.
SMILES,EBV gp42 block,TNF necrop inh,m-calpain inh,Mdm2 ligase inh,PERK inhibitor,Rad51 HR inh,Cl transport mod,eIF4E 4G PPI,zVAD death inh
CCOC(=O)N1CCC(NC(=O)COc2cc(=O)n(C)c3ccccc23)CC1,-5,0.4,-7,-5,-0.4,9,nt,-2,0.7
CC(=O)O/N=C(/C)c1ncc(C(F)(F)F)cc1N1CCOCC1,-11,0.8,-38,-12,0.7,3,nt,1,0.0
Cc1ccccc1Cn1cc(C)c(=O)[nH]c1=O,6,-0.4,18,-13,1.7,-26,-0.34,0,2.4
O=C(O)COCc1nc2ccccc2[nH]1,3,-2.4,-8,-15,0.1,1,-0.062,0,0.4
Cc1cccc(NCc2n[nH]c(=S)n2-c2ccccc2)c1,5,0.1,-54,-5,0.6,1,-0.11,-3,4.4
CC(=O)c1ccc(NC(=O)CSc2nnc(NC(=O)CN3CCOCC3)s2)cc1,-7,0.1,-18,-8,0.0,-12,1.5,0[fluorescence artefact?],3.5
COc1ccc2cc(C(=O)c3ccccc3)c(=O)oc2c1,-22,0.0,-23,-16,0.2,-10,-0.75,11,-0.1
NN=C1c2cc([N+](=O)[O-])ccc2-c2ccc([N+](=O)[O-])cc21,14,-1.6,12,-1,-0.6,-8,0.58,13,0.9
S=c1[nH]nc(Cn2nnc3ccccc32)n1-c1ccc(Cl)cc1,-4,-1.4,-16,-9,-0.5,-114,nt,0,5.7
CC1(C)CC(=O)C(C2c3ccccc3S(=O)(=O)c3ccccc32)C(=O)C1,-9,-1.4,-18,-21,0.1,9,0.033,1,1.7
O=C(O)C1C(C(=O)O)C1(c1ccccc1)c1ccccc1 (configuration not stated),-4,4.2,-6,-11,0.8,nt,0.98,0,0.7
Cc1cccc(N2C(=O)N(c3ccccc3C)C3CS(=O)(=O)CC32)c1 (configuration not stated),-16,-1.0,-6,0,-1.3,0,-0.27,-2[fluorescence artefact?],0.2
Cc1occc1-c1nnc(SCC(=O)NCc2cccs2)n1CC1CCCO1 (configuration not stated),-17,-1.4,-10,-17,0.4,5,0.15,-10,0.1
CCOC(=O)c1c(Cc2ccccc2)c[nH]c1C,-13,2.0,3,-2,0.9,-16,-0.38,1,1.3
O=C(c1cnn2c(C(F)F)cc(C3CC3)nc12)N1CCCC1,-9,-2.3,-59,-17,-0.8,4,nt,-8,-0.1
COc1ccccc1NC(=O)CSc1nnc(CCNC(=O)c2ccc(C)cc2)n1C,-10,-0.1,24,-84,0.9,nt,nt,-1,-0.3
O=C(c1ccco1)N1CCN(C(=O)C2CCCc3c2[nH]c2ccc(Cl)cc32)CC1 (configuration not stated),-11,-1.3,-51,1,-0.8,-1,nt,-5,0.0
Nc1c(C(=O)N/N=C/c2ccc([N+](=O)[O-])cc2)cnn1-c1ccccc1,-1,-2.4,0,7,-0.8,-22,0.65,-9,-0.4
Nc1c(Cl)ncnc1N/N=C/c1cccc(O)c1,-9,11,18,nt,0.6,7,0.34,-8,65
CCn1c(SCC(=O)Nc2cccc(C)n2)nc2c1c(=O)n(C)c(=O)n2C,-24,-1.1,-7,2,-1.1,-4,-0.32,4,10
Cc1onc(-c2c(Cl)cccc2Cl)c1NC(=O)NNc1ccccc1,-3,-0.8,0,-9,2.4,18,0.18,6,-0.7
O=C(NCCN1CCCC1=O)Nc1ccccc1,9,-0.7,-23,-14,0.6,-5,0.28,-3,-0.2
O=C(CN1CCN(c2ccc(Cl)cc2)CC1)Nc1ccc(F)c(F)c1,-14,0.5,-5,-6,1.9,1,0.28,2,-0.2
Cc1nc(Nc2nc(CSc3ccc(Cl)cc3)cc(=O)[nH]2)nc2ccccc12,-7,1.0,-13,-9,-0.3,2,-0.81,1,1.5
C/C(=N\NC(=O)c1cccc(N/N=C(\C)c2ccncc2)c1)c1ccncc1,-6,-7.8,42,-18,0.0,12,0.55,-6,6.5

# Two entries from above, with each value named.
Cc1occc1-c1nnc(SCC(=O)NCc2cccs2)n1CC1CCCO1 (configuration not stated)
  EBV gp42 block = -17 | TNF necrop inh = -1.4 | m-calpain inh = -10 | Mdm2 ligase inh = -17 | PERK inhibitor = 0.4 | Rad51 HR inh = 5 | Cl transport mod = 0.15 | eIF4E 4G PPI = -10 | zVAD death inh = 0.1

O=C(CN1CCN(c2ccc(Cl)cc2)CC1)Nc1ccc(F)c(F)c1
  EBV gp42 block = -14 | TNF necrop inh = 0.5 | m-calpain inh = -5 | Mdm2 ligase inh = -6 | PERK inhibitor = 1.9 | Rad51 HR inh = 1 | Cl transport mod = 0.28 | eIF4E 4G PPI = 2 | zVAD death inh = -0.2

# Continued.
SMILES,EBV gp42 block,TNF necrop inh,m-calpain inh,Mdm2 ligase inh,PERK inhibitor,Rad51 HR inh,Cl transport mod,eIF4E 4G PPI,zVAD death inh
COc1cc(NC(=S)Nc2ccc(S(=O)(=O)N3CCOCC3)cc2)cc(OC)c1OC,-4,-5.4,12,0,-0.2,-1,0.00043,6,0.0
Cc1ccc(CNC(=O)Cc2ccc(-n3c(=O)[nH]c4ccsc4c3=O)cc2)cc1,2,-17,36,3,1.1,27,-0.2,-2,nt
COc1ccccc1NS(=O)(=O)c1cc(NC(=O)CCC(=O)c2cccs2)ccc1Cl,-7,1.6,-39,nt,-1.0,nt,-2,10,0.6
COc1cccc(NC(=S)N(CCN2CCCCC2)Cc2ccco2)c1,-5,-0.1,15,-30,-0.3,8,1.2,-1,-0.3
CC1CCCN(C(=O)c2ccc(S(=O)(=O)N3CCC(c4nc5ccccc5s4)CC3)cc2)C1 (configuration not stated),nt,-8.1,nt,nt,2.1,-5,0.64,nt,-0.4
C/C(=N\Nc1ccc(Cl)c(C(=O)O)c1)c1cccc([N+](=O)[O-])c1,-9,-0.2,32,-27,1.1,-19,-0.044,0,-0.9
C=CCNC(=O)/C(C#N)=C/c1ccccc1Cl,-10,-3.0,-20,2,-0.3,30,0.47,-1,0.9
CCOc1ccc(NC(=O)NCCCN2CCCC2)cc1,-18,1.3,13,-6,2.5,2,1.2,-1,0.8
Cc1cnc(C(=O)OCC(=O)Nc2ccc(Cl)cc2)cn1,-11,1.3,4,-11,1.6,nt,-0.81,4[fluorescence artefact?],0.3
CCc1ccccc1N1CCN(S(=O)(=O)c2cc(OC)ccc2OC)CC1,-3,-0.9,11,-11,-0.2,-7,-1.2,-4,0.5
Cc1ccc(CNC(=O)c2ccc(OCC3CCCO3)cc2)cc1 (configuration not stated),-33,0.7,22,-8,0.0,-5,0.024,-14,1.1
CC12CCC(C(=O)N(NC(=O)c3ccc(O)cc3)C1=O)C2(C)C (configuration not stated),9,-3.0,23,-12,2.5,1,0.73,-6[fluorescence artefact?],-0.1
CC(=O)c1n[nH]nc1Nc1nc(C)cc(C)n1,-14,0.9,-11,-3,0.4,-1,-0.12,-4,1.8
O=C(Cc1ccccc1)Nc1ccccc1C(=O)Nc1ccccc1,5,3.4,22,-36,-0.6,-9,0.22,-6,1.2
CCCc1noc2c1/C(=N\O)CC(CC(C)SCC)C2 (configuration not stated),11,-1.2,7,-8,-0.9,-4,nt,1,-0.1
COC(=O)NCC(c1ccco1)N1CCN(c2ccc(OC)cc2)CC1 (configuration not stated),7,0.2,-26,-7,1.4,17,1.5,-8,2.1
Cc1ccc(C(=O)NC(=S)NCc2cccnc2)cc1,0,-0.5,23,nt,0.8,nt,1.2,1,-0.3
COc1ccccc1NC1=Nc2cccc3cccc1c23,-13,-2.3,-6,-5,0.9,nt,-0.94,1,1.3
N/C(=N\OC(=O)CCCOc1ccccc1)c1ccccc1,-21,0.4,-13,0,1.5,7,0.061,0,0.3
O=C(O)CNC(=O)CC1S/C(=N/N=C2/NC(=O)CS2)NC1=O (configuration not stated),-27,0.4,18,-21,0.2,-86,-0.37,-4,0.3
COc1ccc(C2CC(Cn3cc(C#N)c(=O)n(C)c3=O)ON2C)cc1 (configuration not stated),-3,1.6,-19,-9,1.5,1,2.2,5,1.9
CC(C)CN(CCC(=O)O)CC(C)C,-15,1.2,-24,-1,2.1,-1,nt,-1,0.6
CCC(=O)N1C(=O)C2(Nc3ccccc3N2)c2ccccc21,1,-0.9,-3,-90,0.4,-3,1.5,-1,-0.8
CCOC(=O)c1ccc(NC2c3ncccc3C(=O)N2Cc2ccc(F)cc2)cc1 (configuration not stated),1,-0.5,-3,19,-0.9,nt,nt,1,-0.6
O=C(CCSc1ccc(Cl)cc1)N1CCN(c2ncccn2)CC1,-14,0.2,-10,1,-0.4,-10,nt,-2,1.7

# (further entries)
SMILES,EBV gp42 block,TNF necrop inh,m-calpain inh,Mdm2 ligase inh,PERK inhibitor,Rad51 HR inh,Cl transport mod,eIF4E 4G PPI,zVAD death inh
CCN(CC)S(=O)(=O)c1ccc(NC(=O)CSc2cccc[n+]2[O-])cc1,-7,3.3,-4,-5,1.3,10,-0.0069,-1,0.9
CS/C(=C(/C#N)S(=O)(=O)c1ccc(Cl)cc1)N1CCOCC1,-13,0.2,10,-2,2.0,-16,0.46,-9,2.7
CCC(C)(C(=O)NC1CCCCC1)N(Cc1ccco1)C(=O)c1cnccn1 (configuration not stated),-3,-0.2,-6,-9,0.1,-1,2.6,2,-0.2
Cn1c(=S)[nH]c(=O)c2ncc(=O)[nH]c21,18,-0.1,16,-9,0.3,-118,nt,6,15
O=C(CNS(=O)(=O)c1ccccc1)N1CCN(c2ccccc2)CC1,-24,0.7,1,-21,-0.1,2,0.015,1,0.7
O=C(CSc1cn(Cc2ccccc2)c2ccccc12)N1CCOCC1,-1,-1.5,-27,-9,0.2,3,-0.66,-1,-0.7

# Looked up above:
# CS/C(=C(/C#N)S(=O)(=O)c1ccc(Cl)cc1)N1CCOCC1 in zVAD death inh shows 2.7
# CCN(CC)S(=O)(=O)c1ccc(NC(=O)CSc2cccc[n+]2[O-])cc1 in zVAD death inh shows 0.9
# CCC(C)(C(=O)NC1CCCCC1)N(Cc1ccco1)C(=O)c1cnccn1 (configuration not stated) in zVAD death inh shows -0.2
# O=C(CSc1cn(Cc2ccccc2)c2ccccc12)N1CCOCC1 in Rad51 HR inh shows 3
# O=C(CNS(=O)(=O)c1ccccc1)N1CCN(c2ccccc2)CC1 in m-calpain inh shows 1
# Cn1c(=S)[nH]c(=O)c2ncc(=O)[nH]c21 in m-calpain inh shows 16
